# High-throughput results as filed in PubChem BioAssay.
# Kir21 inh: Kir2.1 (mouse) channel inhibition. P35561. HEK293-Kir2.1, FluxOR thallium flux fluorescence; stronger effect = lower value. B-score at 10 µM. 310,000 tested, 0.85% active. AID 1672;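 active = fluorescence ratio B-score at or below minus 3 SD of library scores, with starting-brightness B-score within 2 SD, cut at about -4.2 in these data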;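 note: channel flux triggered by added potassium and thallium sulfate stimulus; B-score of peak minus minimum fluorescence over baseline after thallium stimulus; more negative B-score means stronger Kir2.1 block with less thallium influx; some compounds called inactive have numbers as strong as hits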
# Target sequence (P35561 whole entry, looked up): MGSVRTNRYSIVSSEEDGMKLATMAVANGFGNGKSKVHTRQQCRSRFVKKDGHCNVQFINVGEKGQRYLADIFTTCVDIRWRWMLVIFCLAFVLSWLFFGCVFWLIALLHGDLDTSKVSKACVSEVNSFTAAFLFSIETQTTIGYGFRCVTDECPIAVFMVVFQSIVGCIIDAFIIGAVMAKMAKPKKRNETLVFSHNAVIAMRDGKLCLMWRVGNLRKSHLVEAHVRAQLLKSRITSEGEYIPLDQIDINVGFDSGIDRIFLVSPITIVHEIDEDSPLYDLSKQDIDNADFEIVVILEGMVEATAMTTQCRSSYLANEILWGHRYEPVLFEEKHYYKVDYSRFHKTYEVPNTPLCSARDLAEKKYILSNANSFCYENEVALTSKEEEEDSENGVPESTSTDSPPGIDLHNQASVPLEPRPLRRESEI
# STK33 inh: blocks human STK33 kinase activity | Q9BYT3 | purified STK33, MBP phosphorylation, ADP-Glo luminescence | inhibition, % at 10 µM | 320,000 tested, 0.073% active;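 active = inhibition at or above 25%, using the most active replicate where run in duplicate; inactive = inhibition below 25%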
# Target sequence (Q9BYT3 whole entry, looked up): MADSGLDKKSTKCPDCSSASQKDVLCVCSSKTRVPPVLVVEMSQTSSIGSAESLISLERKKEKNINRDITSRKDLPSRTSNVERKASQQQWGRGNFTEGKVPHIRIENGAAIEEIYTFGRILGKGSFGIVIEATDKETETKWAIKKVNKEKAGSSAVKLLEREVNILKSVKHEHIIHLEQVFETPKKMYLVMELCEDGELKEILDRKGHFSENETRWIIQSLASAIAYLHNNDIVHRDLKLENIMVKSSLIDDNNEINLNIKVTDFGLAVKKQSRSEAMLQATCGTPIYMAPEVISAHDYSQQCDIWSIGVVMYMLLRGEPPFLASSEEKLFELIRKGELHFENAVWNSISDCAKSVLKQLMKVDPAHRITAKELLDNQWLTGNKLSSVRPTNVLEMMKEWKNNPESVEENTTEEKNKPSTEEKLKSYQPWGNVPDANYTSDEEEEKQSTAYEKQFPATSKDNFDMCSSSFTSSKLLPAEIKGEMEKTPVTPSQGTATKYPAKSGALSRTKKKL
# * hit, by the source's call; nt = no result given.
# A first look:
# Below each compound – Kir21 inh, STK33 inh
- COc1ccccc1/C=C/C(=O)OCc1nc2ccccc2c(=O)[nH]1
  -0.22, -2.9
- Cc1cccc(C(=O)Oc2coc(CSc3nnc(NC(=O)C4CC4)s3)cc2=O)c1
  -0.3, -0.4
- Cc1cccc(-n2cnc(C(=O)Nc3cccnc3)c2)n1
  0.36, -1.9

# All compounds of this part, repeating the preview:
# Below each compound – Kir21 inh, STK33 inh
- COc1ccccc1/C=C/C(=O)OCc1nc2ccccc2c(=O)[nH]1
  -0.22, -2.9
- Cc1cccc(C(=O)Oc2coc(CSc3nnc(NC(=O)C4CC4)s3)cc2=O)c1
  -0.3, -0.4
- Cc1cccc(-n2cnc(C(=O)Nc3cccnc3)c2)n1
  0.36, -1.9
- CC(C)CN1C(=O)c2ccc(C(=O)Nc3ccncc3)cc2C1=O
  -1.7, -0.6
- CCOC(=O)c1sc2nc(CN3CCN(c4cccc(C(F)(F)F)c4)CC3)[nH]c(=O)c2c1C
  0.06, -1.3
- Cc1c(NC(=O)COC(=O)C23CC4CC(CC(O)(C4)C2)C3)c(=O)n(-c2ccccc2)n1C
  0.84, -0.5
- CCN1CCN(c2ncc3c(n2)CC(c2ccc(OC)c(OC)c2)CC3=O)CC1 (stereo not drawn)
  0.23, -1.4
- CCS(=O)(=O)N1Cc2ccccc2CC1C(=O)Nc1nc2ccccc2[nH]1 (stereo not drawn)
  2.6, -0.5
- CCOC(=O)NC(Nc1nc2ccccc2s1)(C(=O)OCC)C(F)(F)F (stereo not drawn)
  0.87, -0.5
- COc1cc(-c2nnc3n(CCc4ccccc4)c(=O)c4ccccc4n23)cc(OC)c1OC
  0.54, -0.8
- CC1C(=O)C(C)C(c2ccc(O)cc2)NC1c1ccc(O)cc1 (stereo not drawn)
  -2.7, -0.3
- C#CCOCCOCCOCCNc1nc(N2CCN(C(=O)[C@H](CCC(=O)O)n3cc([C@@H](N)CCCCN)nn3)CC2)nc(N2CCN(C(=O)[C@H](CCCCN)n3cc([C@@H](N)CC(N)=O)nn3)CC2)n1
  nt, 1.2
- c1ccc(-c2nnc(-c3ccccn3)nc2NC2CCCCC2)cc1
  -0.64, -1.5
- Cc1cc(C(=O)Nc2cccnc2)cs1
  0.67, -0.7
- Cc1cccc(NC(=O)N2CCN(Cc3ccc4c(c3)OCO4)CC2)c1C
  -1.8, -1.3
- CCOC(=O)N1CC=C2C(C#N)=C(N)C(C#N)(C#N)[C@H](c3ccc(OCC)c(OCC)c3)[C@H]2C1
  -0.93, 0.9
- S=c1nc[nH]c2c1ncn2C1CCCC1
  1.4, -0.1
- CCOCC(=O)Nc1c(C(=O)OCC)oc2ccccc12
  -0.31, nt
- COc1ccc2c(Cl)c(C(=O)NCCCn3ccnc3)sc2c1Cl
  -0.39, -0.5
- CC(C)(C)OC(=O)[C@H](Cc1ccccc1)NC(=O)c1nc[nH]c1C(=O)N1CCc2ccccc2C1
  -0.47, 0.6
- Cc1cc(N(CCO)CCO)nc(-n2nc(C)cc2C)n1
  -0.19, 0.4
- O=C(O)Cc1cn(Cc2cccc(Cl)c2)c2ccccc12
  -0.29, -2.1
- Cn1c(SCC(=O)Nc2ccc3c(c2)OCO3)nnc1-c1cnccn1
  0.25, 2.1
- Cc1cc(=O)n2nc(N3CCCC3C(=O)Nc3ccccc3C)sc2n1 (stereo not drawn)
  -1.2, -1.7
- O=C(CSC1=NS(=O)(=O)c2cc(Cl)ccc2N1)c1ccc(Cl)cc1
  2, nt
- Cc1nn(CC(=O)Nc2ccncc2)c(C)c1[N+](=O)[O-]
  -2.3, 2.1
- O=C(CCC1COc2ccccc2O1)Nc1ncccc1O (stereo not drawn)
  -1.4, -3.7
- Cc1cccc(OCC(=O)O/N=C(\N)Cc2ccc([N+](=O)[O-])cc2)c1
  1.4, -0.9
- CCOC(=O)c1c(C)nc2sc3c(=O)[nH]cnc3c2c1-c1ccc(OC)cc1
  -0.67, -1.4
- N=C1/C(=C\c2ccc(OC(=O)c3ccc(F)cc3)cc2)C(=O)N=C2SC(N3CCCC3)=NN12
  -1.5, 0.0
- Cc1csc(NC(=O)c2cnc3ccccc3n2)n1
  2.3, -1.2
- Clc1ccccc1CNc1ncnc2nc[nH]c12
  -0.31, 2.8
- C=C[C@@H]1c2cc(C)ccc2N(S(=O)(=O)c2ccc(C)cc2)[C@H](c2ccccc2)C1(C#N)S(=O)(=O)c1ccccc1 (stereo partly drawn)
  nt, 1.4
- CN(C(=O)/C=C/c1cnc2ccccc2c1)C1CCCCC1
  -0.02, 7.6
- CC1CCN(C(=O)CCc2nnc(-c3ccccc3)o2)CC1
  0.71, 0.3
- COc1cc(-c2noc(C)c2C(=O)NCCCn2ccnc2)cc(OC)c1OC
  nt, -0.9
- O=C(NCc1ccco1)c1ccc2c(c1)C(=O)c1ccccc1-2
  0.02, 3.2
- CCOC(=O)c1ccc(NC(=O)CSc2ccc(-c3ccncc3)nn2)cc1
  -0.03, -0.5
- COc1cc(/C=C/C(=O)NC(C)C)ccc1OCc1ccccc1
  -1.2, -0.2
- CC1CN(S(=O)(=O)c2ccc(C(=O)Nc3nnc(-c4ccc5c(c4)CCCC5)o3)cc2)CC(C)O1 (stereo not drawn)
  1.4, 0.3
- CC(=O)c1ccccc1OCCn1nnc(-c2ccc(C)cc2)n1
  -2, -1.8
- COCCN(C(=O)COC(=O)C(c1ccccc1)c1ccccc1)c1c(N)n(Cc2ccccc2)c(=O)[nH]c1=O
  2.7, -1.7
- CC(C)(C)c1ccc(-c2nnc(SC3CCOC3=O)n2Cc2ccccc2)cc1 (stereo not drawn)
  -1.4, -0.9
- O=C(Nc1ccccc1-c1nc2ccccc2s1)c1ccc(Br)o1
  -1.8, -0.5
- COC(=O)/C=C1\N/C(=N\c2nc(C)cc(C)n2)N(c2ccc(Cl)cc2)C1=O
  -0.03, -1.3
- CCOC(=O)N1CCN(CC(=O)c2ccc3c(c2)CCN3)CC1
  -0.56, -0.6
- COc1ccc(-c2nnc(SCC(=O)Nc3ncc(C)s3)n2-c2ccccc2)cc1OC
  1.4, 2.0
- COC(=O)CCCC1=CC2=CC(=O)C(C)(OC(=O)c3cccs3)C(=O)C2=CN1C1CCCC1 (stereo not drawn)
  -1.2, -0.3
- NC(=O)c1ccccc1OCc1nc2ccccc2s1
  1.7, -1.2
- CC(=O)Oc1ccc(C(=O)[C@H]2[C@H]3C(=O)N(c4ccccc4)C(=O)[C@H]3[C@@H]3C=CC=NN32)cc1
  -0.01, -0.3

# The list continues.
# Below each compound – Kir21 inh, STK33 inh
- O=c1[nH]c2cc3c(cc2cc1CN(CCCO)Cc1nnnn1Cc1ccc(F)cc1)OCO3
  0.05, -0.1
- CC(=O)c1ccc(NC(=O)Nc2cccnc2)cc1
  0.26, 0.2
- CCc1ccccc1NC(=O)CN1C(=O)C2CCCN2c2ncc(Cl)cc21 (stereo not drawn)
  2.4, 0.9
- O=C(NNC1=Nc2ccccc2SC1)c1ccc(Cl)cc1
  -2.9, -0.8
- O=S(=O)(Nc1cccc(-c2ccc3nncn3n2)c1)c1cccc(F)c1
  0.87, -0.4
- S=C(NCc1ccco1)Nc1ccc2c(c1)OCCO2
  0.7, -0.5
- COC(=O)c1c(NC(NC(=O)C(C)C)C(Cl)(Cl)Cl)sc2c1CCCC2 (stereo not drawn)
  1.7, -0.9
- CC(C)(C)c1cc(NC(=O)COC(=O)c2nccnc2N)n(-c2ccccc2)n1
  1.8, 1.3
- COc1ccc(NCC(=O)Nc2cccc(S(=O)(=O)N3CCCC3)c2)cc1Cl
  nt, -2.2
- CCCCCCOc1ccc(C(=O)O)cc1C#N
  0.51, 1.1
- Cc1cc(NS(=O)(=O)c2ccc(NC(=S)NC(=O)c3ccncc3)cc2)no1
  0.02, -3.1
- COc1ccc(C2C(C(C)=O)=C(O)C(=O)N2CCc2ccccc2)c(OC)c1 (stereo not drawn)
  1.6, -1.3
- O=C(Cn1nnc(-c2ccccc2)n1)Nc1ccc2c(c1)OCO2
  nt, -2.5
- COc1ccc(-c2csc3ncnc(Nc4ccc(O)cc4)c23)cc1
  -0.07, 0.3
- O=C(NCc1ccco1)C(=S)N1CCCC1
  -0.67, 0.8
- COc1cccc(/C=C/C(=O)OCC(=O)NCc2ccc(Cl)cc2)c1
  0.2, 1.5
- CCOC(=O)C1(C)Oc2ccc(S(=O)(=O)CC)cc2NC1=O (stereo not drawn)
  0.12, -0.9
- COc1ccc(OC)c(NC(=O)CNC(=O)Cn2cnc3ccccc3c2=O)c1
  3.4, -0.6
- COc1ccccc1N/C(=N/S(=O)(=O)c1ccc(Cl)cc1)c1ccccc1
  -3.4, -1.6
- COc1ccccc1CCNC(=O)C(=O)NCC1OCCN1S(=O)(=O)c1cc(F)ccc1F (stereo not drawn)
  0.11, -1.4
- Cc1ccccc1OCC(=O)O/N=C(\N)Cc1cccs1
  0.33, 0.9
- Cc1nnc(SCC(=O)Nc2ccccc2F)n1Cc1ccco1
  1.3, 1.0
- CCc1ccc(/C=C2\CN(CC)Cc3c2nc2ccccc2c3C(=O)O)cc1
  -0.33, -1.3
- COc1ccc(OCC(=O)N(Cc2ccc(C)o2)C2CCS(=O)(=O)C2)cc1 (stereo not drawn)
  -0.66, 0.6
- Cc1nc(NC(=O)COC(=O)C2CC3CCCC(C2)C3=O)c(Cl)cc1Cl (stereo not drawn)
  nt, 0.6
- COc1cc(NC(=O)c2cccc(Cl)c2)ccc1NC(=O)c1cccs1
  -0.02, -1.6
- Cc1cc(NS(C)(=O)=O)c(=O)n(Cc2c(F)cccc2Cl)c1
  -0.65, -1.6
- O=C(NCc1cccs1)C1CC(O)CN1C(=O)Nc1ccccc1 (stereo not drawn)
  0, 1.1
- CCn1cc(C2=NOC(C(=O)Nc3cc(OC)c(Cl)cc3OC)C2)c(C)n1 (stereo not drawn)
  0.92, -0.7
- COc1ccc(CNC(=O)Cn2cc(C(F)(F)F)ccc2=O)cc1
  0.03, 1.9
- CCN(C(=O)Cc1c(C(=O)O)[nH]c2ccccc12)c1cc(OC)ccc1OC
  1, -0.7
- Cc1cccc(OCC(=O)Nc2cc(NC(=O)COc3cccc(C)c3)cc(C(=O)O)c2)c1
  1.6, -0.5
- O=[N+]([O-])c1cc(NS(=O)(=O)c2ccc(Cl)nc2)ccc1Cl
  0.45, -1.0
- CCCCn1c(SCC(=O)Nc2cccc(OC)c2)nc2ccc(N3CCOCC3)cc2c1=O
  -1.8, 0.3
- NC(=O)CN(c1ccccc1)C1SC(=O)N(Cc2ccccc2)C1=O (stereo not drawn)
  0.34, -0.3
- O=C(Oc1ccc(Br)cc1)c1cccnc1
  0.37, -0.7
- Nc1ccc2nc(-c3ccccn3)[nH]c2c1
  -1.2, 1.5
- CC(C)Oc1ccc(Cc2c(O)nc(NCCCN(C)C)[nH]c2=O)cc1
  1.5, 0.9
- O=C(COC(=O)c1ccccc1OCc1ccccc1Cl)NCC1CCCO1 (stereo not drawn)
  nt, -1.3
- CCOC(=O)c1cccc(NC(=O)CCOc2ccccc2)c1
  -0.1, 2.1
- Cc1cc(NC(=O)CSCCc2ccncc2)no1
  0.96, 0.3
- CCS(=O)(=O)N1Cc2ccccc2CC1C(=O)NC(C)C12CC3CC(CC(C3)C1)C2 (stereo not drawn)
  -0.03, -0.4
- Cc1cc(=O)oc2cc(OCC(=O)c3ccccc3)ccc12
  0.36, 0.0
- Cc1ccc(S(=O)(=O)NC(=O)N2CCCC(C)(C)C2)cc1
  0.94, 0.1
- Cc1nnc2n(-c3ccccc3)c(=O)c3c4c(sc3n12)COC(C(C)C)C4 (stereo not drawn)
  -0.38, -1.3
- CC(C)N(C(=O)Cn1c(-c2cccnc2)ccc(C#N)c1=O)C(C)C
  -0.46, -1.3
- COc1ccccc1OCc1cc(-c2ccccc2)no1
  0.53, -0.2
- Cc1cnc(NC(=O)CSc2nc3ccccc3c(=O)[nH]2)s1
  1.4, -0.4
- Cc1nn(CC(=O)Nc2ccc3c(c2)CCC3)c(C)c1[N+](=O)[O-]
  nt, -1.9
- CCN(CC)Cc1csc(C(N)=O)c1
  -1.7, -0.2

# Shown with tabs: entries from further up.
compound	Kir21 inh	STK33 inh
Cc1cc(=O)oc2cc(OCC(=O)c3ccccc3)ccc12	0.36	0.0
Cc1ccc(S(=O)(=O)NC(=O)N2CCCC(C)(C)C2)cc1	0.94	0.1
Cc1nnc2n(-c3ccccc3)c(=O)c3c4c(sc3n12)COC(C(C)C)C4 (stereo not drawn)	-0.38	-1.3

# More records.
# Below each compound – Kir21 inh, STK33 inh
- CN(CC(=O)NCc1ccccc1F)S(=O)(=O)c1ccc(Cl)cc1
  1.7, -0.3
- CC(C)(C)c1ccc(C(=O)N2CCCN(C(=O)c3ccc(C(C)(C)C)cc3)CC2)cc1
  0.34, 2.1
- CCOC(=O)CN(C)C(=O)CCc1nnc(-c2ccsc2)o1
  0.38, -0.3
- COc1ccc(C(C)(C)C)cc1NC(=O)CCCN1C(=O)NC(C)(C)C1=O
  nt, 0.3
- CC(=O)Nc1ccc(OCC(O)CN2CCN(c3ccc(F)cc3)CC2)cc1 (stereo not drawn)
  -0.7, 0.5
- CCCC(NS(=O)(=O)c1ccc(Br)cc1)C(=O)O (stereo not drawn)
  0.28, -1.1
- Nc1c(C(=O)NCc2ccccc2)nnn1Cc1cccc(Cl)c1
  0.38, -2.9
- O=[N+]([O-])c1ccc(-n2nnnc2-c2ccccc2)c([N+](=O)[O-])c1
  -0.03, 0.6
- O=C(O)C1CC=CCC1C(=O)NCCCCc1ccccc1 (stereo not drawn)
  0.09, 0.1
- CN(C)/C=C/C(=O)c1ncc(C(F)(F)F)cc1Cl
  0.93, -0.1
- O=C1C=C(c2cccc(Cl)c2O)C[C@@H](c2ccc3c(c2)OCO3)C1
  nt, 0.2
- Cc1ccc(CNC(=O)C2CCCN2S(=O)(=O)c2ccc(F)cc2)cc1 (stereo not drawn)
  -1.5, -1.7
- Cc1ccc(S(=O)(=O)N(C)C)cc1NC(=O)CSc1ncc(C(F)(F)F)cc1Cl
  -0.91, -0.1
